# HTR5A ag: HTR5A agonists in luminescence cell assay, primary screen, counter-screen for OPRM1-OPRD1 heterodimer agonist project, full-deck HTS | hit rate 0.61% among 340,000 | AID 504692, 2011 | 5-hydroxytryptamine receptor 5A (Homo sapiens), P47898 | cell-based | activation, % at 9.3 µM; in the data active = activation mostly above about 9.5%, no sharp cut-off; inactive = mostly below about 7.6%;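 note: 0% = cells with vehicle only and 100% = reference agonist; strong numbers were not always called active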
# dFosB act: activators of delta FosB homodimer, primary screen, biochemical, fluorescence polarization, TAMRA-CDK5 oligo, single point; Protein FosB (Mus musculus), P13346; purified delta FosB; percent of positive-control signal above neutral wells; activation, % at 25 µM; hit rate 0.99% among 340,000; AID 493131, 2011;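 active = mean activation above about 17%, with every replicate also reaching it, limit read from the data, passing the limit was not always enough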;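 note: fluorescence polarization rise as delta FosB binds a TAMRA Cdk5 AP-1 oligo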
# cardiac RTF act: cardiac RTF calcium sensitivity activators, primary screen, biochemical, IANBD-TnC fluorescence, EC20 calcium | IANBD-labeled TnC RTF fluorescence at EC20 calcium; 0% EC20 calcium, 100% full calcium | activation, % at 7.2 µM | hit rate 0.24% among 340,000 | AID 493008, 2010;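 active = activation above the mean over all tested compounds plus 3 SD, cut at about 30% in these data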;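 note: rise in fluorescence read as greater calcium sensitivity of cardiac thin filaments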
# SR-BI uptake up: activators of SR-BI mediated DiI-HDL uptake, primary screen, ldlA[mSR-BI] CHO cells, DiI fluorescence; 3 h; 100 = double the neutral-control signal; activation, % at 12.5 µM; hit rate 0.096% among 320,000;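 active = mean replicate activation of at least 60% and every replicate at or above 60%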;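 note: 0% = median plate neutral-control signal and 100% = twice that signal; values of inactives mirror those of a sister screen read the other way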
#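 Assay system: LDL receptor-deficient CHO ldlA cells overexpressing murine SR-BI / Medium: BSA-supplemented, HEPES-buffered Ham's F12, pH 7.4 / Probe or stimulus: DiI-labelled HDL at 10 µg/mL final / Timing: compound with DiI-HDL co-incubation, 3 h at 37 °C / Technique: bottom-read cell fluorescence after medium removal, ex 550/em 595 nm / Measure: HDL uptake via cellular fluorescence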
# PvdQ acylase: P. aeruginosa PvdQ acylase inhibitors, primary screen, biochemical, fluorescence, plate reader and imaging, single point. PvdQ acylase [Pseudomonas aeruginosa LESB58]. purified PvdQ acylase. inhibition, % at 10 µM. hit rate 0.063% among 340,000; in the data active = inhibition above about 30%, passing the limit was not always enough;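 note: 0% = vehicle neutral wells and 100% = reference inhibitor wells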
# MITF act: activators of MITF-driven TRPM1 promoter reporter, primary screen, cell-based, SK-MEL-5, luciferase, single point; SK-MEL-5 TRPM1-promoter luciferase, 24 h; % of positive control, neutral wells = 0; activation, % at 12.5 µM; hit rate 0.75% among 300,000; AID 588334, 2011;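 active = mean activation of at least 80% with every replicate also reaching 80%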;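 note: 0% = neutral control wells and 100% = parthenolide positive control wells; values of inactives mirror those of a sister screen read the other way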
# SR-BI DiI inh: inhibitors of SR-BI mediated HDL lipid uptake, primary screen, ldlA[mSR-BI] cells, fluorescence, single point; ldlA[mSR-BI] CHO cells, DiI-HDL uptake fluorescence, 3 h; Scavenger receptor class B member 1 (Mus musculus), Q61009; AID 488896, 2010; hit rate 0.96% among 320,000; inhibition, % at 12.5 µM;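 active = mean replicate inhibition of at least 70% and a set share of replicates each scoring 70 or more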;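 note: 0% = median of neutral control wells and 100% = median of positive control wells; values of inactives mirror those of a sister screen read the other way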
# Wnt bcat act: Wnt/beta-catenin pathway activators, primary screen, cell-based, plate reader, single point | Wnt/beta-catenin reporter cell assay, activator | activation, % at 9.35 µM | hit rate 1.2% among 300,000; in the data active = activation above about 30%, passing the limit was not always enough;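 note: 0% = neutral control wells and 100% = positive control wells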
# CDK5 inh: inhibitors of human CDK5/p35 kinase, primary screen, biochemical, single concentration | Cyclin-dependent kinase 5 (Homo sapiens) + Cyclin-dependent kinase 5 activator 1 (Homo … | Recombinant CDK5/p35, ADP-Glo luminescence, 60 min | inhibition, % at 10 µM | hit rate 0.01% among 330,000 | AID 488839, 2010;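 active = highest replicate inhibition of at least 50% and at least 75% of replicates reaching 50%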;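 note: plate controls were DMSO neutral control for no effect and GW8510 at 10 µM for full effect; many of its hits are not listed in these tables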
# Target sequence (Q00535 whole entry, looked up): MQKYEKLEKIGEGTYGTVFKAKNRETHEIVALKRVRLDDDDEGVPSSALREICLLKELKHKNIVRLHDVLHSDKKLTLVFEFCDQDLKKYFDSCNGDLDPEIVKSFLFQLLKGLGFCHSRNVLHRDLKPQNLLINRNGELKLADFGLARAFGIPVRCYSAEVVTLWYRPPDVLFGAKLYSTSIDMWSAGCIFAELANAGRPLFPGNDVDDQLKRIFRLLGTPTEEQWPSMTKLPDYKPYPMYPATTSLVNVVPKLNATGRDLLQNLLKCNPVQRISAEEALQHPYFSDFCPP
# Target sequence (Q15078 whole entry, looked up): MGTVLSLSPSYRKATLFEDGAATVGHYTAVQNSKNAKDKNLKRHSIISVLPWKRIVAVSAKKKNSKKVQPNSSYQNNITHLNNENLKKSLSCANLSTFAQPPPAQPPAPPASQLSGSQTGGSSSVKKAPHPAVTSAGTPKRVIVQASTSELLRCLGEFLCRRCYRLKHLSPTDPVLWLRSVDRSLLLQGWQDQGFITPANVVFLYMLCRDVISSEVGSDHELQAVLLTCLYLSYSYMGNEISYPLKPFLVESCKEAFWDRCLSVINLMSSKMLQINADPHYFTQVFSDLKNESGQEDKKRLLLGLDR
# Rtt109 HAT inh: inhibitors of C. albicans Rtt109/Vps75 HAT, primary screen, biochemical, ThioGlo CoA-SH fluorescence, plate reader; purified Rtt109/Vps75, 4 h; inhibition, % at 34.9 µM; hit rate 0.16% among 330,000;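 active = inhibition of at least 50% in every replicate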
# Target sequence (Q5AAJ8 whole entry, looked up): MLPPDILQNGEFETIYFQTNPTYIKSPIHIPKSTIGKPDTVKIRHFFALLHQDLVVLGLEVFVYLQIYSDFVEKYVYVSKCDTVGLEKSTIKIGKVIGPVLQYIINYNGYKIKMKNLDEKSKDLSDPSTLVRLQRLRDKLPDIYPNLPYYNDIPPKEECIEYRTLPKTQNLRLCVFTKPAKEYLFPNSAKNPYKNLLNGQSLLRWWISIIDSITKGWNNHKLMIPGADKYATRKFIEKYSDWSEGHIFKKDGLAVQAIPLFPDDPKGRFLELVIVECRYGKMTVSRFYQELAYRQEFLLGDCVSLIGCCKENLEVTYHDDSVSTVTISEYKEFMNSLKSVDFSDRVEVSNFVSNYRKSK
# The depositor's hits bear a star; / = not tested or not shown.
SMILES,HTR5A ag,dFosB act,cardiac RTF act,SR-BI uptake up,PvdQ acylase,MITF act,SR-BI DiI inh,Wnt bcat act,CDK5 inh,Rtt109 HAT inh
CN(C(=O)CSc1nnnn1C)C1(C#N)CCCCC1,-2,6,0,10,-17,-4,-10,3,2.2,-5
CC(C(=O)Nc1nc2ccccc2[nH]1)N1C(=O)C2CC=CCC2C1=O (stereo not drawn),-4,-4,-3,-13,1,-11,13,/,-0.7,1
CC1CCC(NC(=O)c2nn(C)c3c2CS(=O)(=O)c2ccccc2-3)CC1 (stereo not drawn),2,-6,-5,-26,-9,-9,26,-3,-0.9,2
CCCCN(CC)C(=O)Cc1cn(C)c2ccccc12,0,1,9,-28,-12,/,28,/,-0.3,22
O=C1NC(=O)/C(=C\c2cn(CC(=O)N3CCOCC3)c3ccccc23)S1,0,2,-2,7,-6,0,-7,0,0.7,-3
Cc1ccc(CNc2cc(C(=O)O)ccc2Cl)s1,-2,5,3,-15,-11,/,15,1,-0.2,7
COc1cccc(CNC(=O)Cc2csc(NC(=O)Nc3ccccc3OC)n2)c1,-2,-8,-4,-78,-6,4,78*,1,0.7,12
c1ccc2[nH]c(N3CCOCC3)nc2c1,-3,-6,-4,3,8,2,-3,/,0.0,18
COc1cccc(CNc2ccc3c(c2)CCC3)c1,6,-6,2,-16,2,14,16,6,-0.5,0
O=C(c1cc(Cl)nc2ccccc12)N1CCN(S(=O)(=O)c2cccc(C(F)(F)F)c2)CC1,-4,0,-11,27,3,-26,-27,-2,0.7,11
CN1CCN(CCc2nc3cc(NC(=O)COc4ccc(Cl)cc4)ccc3n2C)CC1,5,-3,-4,4,-7,0,-4,-1,-1.0,10
CC(C)C1NCCc2c1sc1ccccc21 (stereo not drawn),1,-6,-4,12,28,/,-12,-1,4.5,1
CCN1CCN(CC(=O)Nc2ccccc2)C(=O)C1=O,7,-1,2,10,-13,/,-10,0,-1.6,8
Cc1nc2oc3ccc(Cl)cc3c(=O)c2cc1C(=O)O,-1,-3,2,5,-10,-9,-5,8,0.0,5
Fc1cccc(F)c1-n1c(CN2CCCC2)csc1=S,-5,2,-5,3,5,-6,-3,-7,-1.0,2
COc1ccc(NC(=O)CN2C(=O)CC(C)S(=O)(=O)c3ccccc32)cc1 (stereo not drawn),-1,-3,-5,13,-10,2,-13,-1,/,7
CCOC(=O)c1cc(CC)sc1NC(=O)c1ccc2c(c1)OCCO2,1,0,9,-71,-7,/,71*,/,-3.7,-40
CCN(CC)C(=O)c1ccc(C)c(Br)c1,5,-1,-5,-19,-11,/,19,-3,0.8,-5
CC(=O)c1c(-c2ccccc2)[nH]c2ccccc12,4,-8,0,-8,25,3,8,-1,0.1,6
OCCc1c[nH]c2ccc(OCc3ccccc3)cc12,4,3,-7,-11,-6,/,11,-2,-0.6,8
CC1CN(S(=O)(=O)c2cccc(C(=O)Nc3ccccc3N3CCCCC3)c2)CC(C)O1 (stereo not drawn),-3,-3,1,-40,-2,-16,40,-11,-1.2,2
COc1ccc(OC)c(S(=O)(=O)N(C)CC(=O)N2CCN(c3ccccc3)CC2)c1,-6,3,-2,-39,-7,-2,39,/,0.1,-8
CCC(C)Nc1nc(-c2ccc3c(c2)NC(=O)CO3)cs1 (stereo not drawn),2,-5,11,0,-11,43,0,/,-0.3,-2
O=c1[nH]n2c(=O)c3c([nH]c2c1N=Nc1ccccc1)CCC3,2,-8,-14,-1,2,3,1,-3,-0.2,22
Cc1n[nH]c(=O)nc1NCc1ccccc1,1,4,-3,3,1,/,-3,/,0.1,-11
SMILES,HTR5A ag,dFosB act,cardiac RTF act,SR-BI uptake up,PvdQ acylase,MITF act,SR-BI DiI inh,Wnt bcat act,CDK5 inh,Rtt109 HAT inh
Cc1c(NC(=O)c2ccc(CC(C)C)o2)c(=O)n(-c2ccccc2)n1C,-1,-1,5,14,-15,-7,-14,1,1.3,1
CS(=O)(=O)N(CC(N)=O)c1ccc(F)c(Cl)c1,-8,6,-5,41,-5,2,-41,/,-1.3,0
O=C(Nc1ccccc1N1CCOCC1)c1cccc(F)c1,0,4,6,-29,-13,0,29,1,2.2,4
COc1ccc(NCc2nnc(SCC(=O)N3CCCc4ccccc43)n2C)cc1,0,1,6,7,-4,0,-7,/,0.7,/
CCCCCOc1ccc(C(=O)CCC(=O)NC(C)c2ccc(S(N)(=O)=O)cc2)cc1 (stereo not drawn),0,-14,4,3,-4,-8,-3,-6,1.0,-1
COc1ccccc1OCCSc1nnnn1C1CCCCC1,-2,-6,-4,12,0,20,-12,/,-0.7,0
CCCn1c(-c2ccc(F)cc2)cnc1SCC(=O)O,2,3,6,4,-20,/,-4,/,-2.5,3
O=C(c1ccc(S(=O)(=O)N2CCCC2)cc1)N1CCN(c2cccc(Cl)c2)CC1,5,-11,-1,-38,1,2,38,-1,-0.6,-12
Cc1nc(N2CCC(C)CC2)c(C#N)c(C)c1[N+](=O)[O-],-1,-8,2,7,-17,2,-7,-1,1.9,2
Oc1cc2c(cc1O)[C@@H](c1ccccc1)CNCC2,4,-2,5,9,-12,-3,-9,-3,1.4,-8
c1ccc(-c2ccnc3nc(-n4cccc4)nn23)cc1,1,-9,-5,-17,13,0,17,/,0.3,-4
CCOC(=O)C1CCN(c2c(NCc3ccc(C(=O)N(C)Cc4ccccc4)cc3)c(=O)c2=O)CC1,4,-1,3,0,-3,-12,0,/,-0.7,/
CC(=O)OC1COC(n2ccc3ccccc32)C(OC(C)=O)C1OC(C)=O (stereo not drawn),0,-1,-3,23,-5,0,-23,-2,-1.7,6
c1ccc(COc2cncc(-c3cccnc3)c2)cc1,4,-2,-3,15,-6,63,-15,0,1.2,2
C[C@H](NC(=O)c1nc[nH]c1C(=O)N[C@@H](C)C(=O)OCc1ccccc1)C(=O)OCc1ccccc1,-2,-1,4,19,17,18,-19,-2,-0.1,18
COCCn1c(-c2ccc(Cl)cc2Cl)nc2c(c(=O)c3ccccc3n2C)c1=O,5,-4,-4,24,-10,-28,-24,-1,2.1,-9
CC(C)c1ccc(OCC(=O)Nc2ccc3oc(=O)ccc3c2)cc1,0,-16,-3,13,-4,1,-13,-2,1.1,6
COc1ccc(C2=NN(C(=O)c3ccc(Cl)c([N+](=O)[O-])c3)C(c3ccccc3)C2)cc1 (stereo not drawn),11,-15,-8,-56,13,5,56,12,0.4,-1
COc1ccc(NC(=O)CN(C)C(=O)c2c(C)nn(Cc3ccccc3)c2C)cc1,-5,-2,-3,5,-13,-7,-5,-2,2.4,5
COC(=O)c1cccn(CC(=O)c2ccc(Cl)cc2Cl)c1=O,-1,1,-3,15,-4,0,-15,-2,-0.1,-1
COc1ccc(Cn2nnnc2C(c2ccc(N(C)C)cc2)N2CCC(C(N)=O)CC2)cc1 (stereo not drawn),5,1,4,-27,3,10,27,0,-0.5,-6
O=C(NCC1CCCO1)c1cc([N+](=O)[O-])ccc1N1CCC(Cc2ccccc2)CC1 (stereo not drawn),1,-12,-2,-24,-5,-9,24,-16,-3.6,4
CCC1(c2ccccc2)ON(c2c(Br)cccc2Br)C1=O (stereo not drawn),0,-5,12,26,-8,-22,-26,-2,-0.7,1
CC(=O)NC1CC(C)(C)N(OC(C)=O)C(C)(C)C1,3,-9,-2,31,-10,/,-31,2,-2.6,-5
Nc1n[nH]c(=S)n1-c1ccc(Cl)cc1,0,-1,-3,23,-1,28,-23,1,-0.6,2
OC(COc1ccccc1)CN1CCN(C(c2ccccc2)c2ccccc2)CC1 (stereo not drawn),5,-2,-8,-25,4,/,25,-1,-0.1,1
Cc1cccc(N(C)C(=O)CN(C)S(=O)(=O)c2ccc3c(c2)c(=O)n(C)c(=O)n3C)c1,12*,-5,-6,12,-17,5,-12,-4,-3.8,5

# Another view of some results above:
mol	HTR5A ag	dFosB act	cardiac RTF act	SR-BI uptake up	PvdQ acylase	MITF act	SR-BI DiI inh	Wnt bcat act	CDK5 inh	Rtt109 HAT inh
COc1ccc(NCc2nnc(SCC(=O)N3CCCc4ccccc43)n2C)cc1	0	1	6	7	-4	0	-7	/	0.7	/
CCCCCOc1ccc(C(=O)CCC(=O)NC(C)c2ccc(S(N)(=O)=O)cc2)cc1 (stereo not drawn)	0	-14	4	3	-4	-8	-3	-6	1.0	-1
COc1ccccc1OCCSc1nnnn1C1CCCCC1	-2	-6	-4	12	0	20	-12	/	-0.7	0
CCCn1c(-c2ccc(F)cc2)cnc1SCC(=O)O	2	3	6	4	-20	/	-4	/	-2.5	3
O=C(c1ccc(S(=O)(=O)N2CCCC2)cc1)N1CCN(c2cccc(Cl)c2)CC1	5	-11	-1	-38	1	2	38	-1	-0.6	-12
Cc1nc(N2CCC(C)CC2)c(C#N)c(C)c1[N+](=O)[O-]	-1	-8	2	7	-17	2	-7	-1	1.9	2
Oc1cc2c(cc1O)[C@@H](c1ccccc1)CNCC2	4	-2	5	9	-12	-3	-9	-3	1.4	-8
c1ccc(-c2ccnc3nc(-n4cccc4)nn23)cc1	1	-9	-5	-17	13	0	17	/	0.3	-4
CCOC(=O)C1CCN(c2c(NCc3ccc(C(=O)N(C)Cc4ccccc4)cc3)c(=O)c2=O)CC1	4	-1	3	0	-3	-12	0	/	-0.7	/
CC(=O)OC1COC(n2ccc3ccccc32)C(OC(C)=O)C1OC(C)=O (stereo not drawn)	0	-1	-3	23	-5	0	-23	-2	-1.7	6
c1ccc(COc2cncc(-c3cccnc3)c2)cc1	4	-2	-3	15	-6	63	-15	0	1.2	2
C[C@H](NC(=O)c1nc[nH]c1C(=O)N[C@@H](C)C(=O)OCc1ccccc1)C(=O)OCc1ccccc1	-2	-1	4	19	17	18	-19	-2	-0.1	18
COCCn1c(-c2ccc(Cl)cc2Cl)nc2c(c(=O)c3ccccc3n2C)c1=O	5	-4	-4	24	-10	-28	-24	-1	2.1	-9
